Screening results: PubChem BioAssay, National Center for Advancing Translational Sciences (NCATS)
POLI inh – inhibitors of human DNA polymerase iota | Q9UNA4 | Pol iota fluorescent replication assay, 10 min | Potency, µM (doses to about 115 µM), without a hit: at the highest dose activity, negative = inhibition, usual class: inhibitors | 390,000 tested, 1% active; also: potency is read from the fitted curve at half-maximal effect
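Fluorescent replication assay read twice, at 0 min and 10 min after adding 50 nM (final) substrate. Enzyme (10 nM) and compounds were first incubated 15 min at room temperature; enzyme-free buffer wells were negative controls.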
LDHA block – inhibitors of human lactate dehydrogenase A; P00338; purified LDHA, NADH/diaphorase-resazurin fluorescence; active compounds read low; activity change, % (values are at about 110 or 230 µM); 480,000 tested, 0.15% active; AID 1347041; in the data active = activity change below about -30%; inconclusive = mostly about -25% to -30%;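 also: plate controls were DMSO wells for no effect and wells without enzyme for full effect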
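Human LDH5 at 2 nM final in Tris HCl pH 7.4 with 0.06 mM NADH and 0.2 mM pyruvate, reacted 5 minutes at room temperature. Remaining NADH coupled via diaphorase/resazurin; resorufin fluorescence read at 0 and 20 minutes, normalized to enzyme-free and DMSO wells.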
APE1 inh – blocks human APE1 abasic DNA cleavage | 350,000 tested, 0.35% active | recombinant APE1, TAMRA/BHQ-2 abasic DNA cleavage fluorescence | P27695 | Potency, µM (series often up to 65.8 µM), inactives show top-dose activity change, negative = inhibition, actives largely listed as inhibitors;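 also: potency is read from the fitted curve at half-maximal effect; plate controls were vehicle for no effect and reference inhibitor for full effect; nearly all actives have a fitted effect of over 55% in size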
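Readout is kinetic fluorescence (ex 525, em 598 nm) from cleavage of 50 nM TAMRA/BHQ-2 THF abasic duplex by 0.75 nM APE1, compound added 15 min beforehand at RT.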
GRP78 ERSR act – induces the endoplasmic reticulum stress response in human glioma cells; U87-MG GRP78 promoter luciferase reporter, 16 h; AID 602332; Potency, µM, for the others: at the highest dose activation, actives largely listed as activators; 420,000 tested, 0.02% active; also: potency is read from the fitted curve at half-maximal effect; series mostly up to about 76 µM; % of control where 0% means no effect; nearly all actives have a fitted effect of over 35% in size
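Stably transfected U87-MG glioma cells carrying a GRP78-based luciferase sensor; 16 h compound incubation. Luminescence end-point read 10 min after Bright-Glo addition at room temperature.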
BLM helicase inh – blocks DNA unwinding by human BLM helicase; P54132; 350,000 tested, 0.2% active; recombinant BLM DNA unwinding, fluorescence dequenching; Potency, µM (titrated, usually from 56.1 µM), for the others: at the highest dose activity change, negative = inhibition, most hits filed as inhibitors;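 also: potency is read from the fitted curve at half-maximal effect; plate controls were vehicle for no effect and no enzyme for full effect; nearly all actives have a fitted effect of over 35% in size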
Pol eta inh – inhibitors of human DNA polymerase eta | Q9Y253 | recombinant Pol eta, fluorescent DNA replication assay | Potency, µM (doses to about 114 µM), for inactives: top-dose activity change, negative = inhibition, actives largely listed as inhibitors | 390,000 tested, 1.2% active | AID 588591; also: potency is read from the fitted curve at half-maximal effect; % is scaled to controls: 0 for no effect and ±100 for the full control effect
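Pol eta (10 nM) was preincubated with compounds for 15 min at room temperature, after which fluorescent replication substrate (50 nM final) was added to start the reaction. Fluorescence was read kinetically at 0 and 10 min.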
Pol beta inh – inhibitors of human DNA polymerase beta; Pol beta primer extension/strand displacement, fluorescence kinetic; 340,000 tested, 1.3% active; Potency, µM (series often up to 114 µM), inactives show at the top dose activity change, negative = inhibition, hits mostly inhibitors; AID 485314; P06746; also: potency is read from the fitted curve at half-maximal effect; % is scaled to controls: 0 for no effect and ±100 for the full control effect
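10 nM enzyme + cpd, 15 min RT; start with substrate 50 nM final; read 0 min and after 10 min RT. Corrected, normalized data; 4-parameter Hill curve fit.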
Pol kappa inh – DNA polymerase kappa (human) inhibition | purified Pol kappa, fluorescent DNA synthesis assay, 10 min | Q9UBT6 | 400,000 tested, 0.53% active | AID 588579 | Potency, µM (titrated, usually from 107 µM), without a hit: top-dose activity, negative = inhibition, actives largely listed as inhibitors; also: potency is read from the fitted curve at half-maximal effect; % is scaled to controls: 0 for no effect and ±100 for the full control effect
Target sequence (Q9UBT6 whole entry, looked up): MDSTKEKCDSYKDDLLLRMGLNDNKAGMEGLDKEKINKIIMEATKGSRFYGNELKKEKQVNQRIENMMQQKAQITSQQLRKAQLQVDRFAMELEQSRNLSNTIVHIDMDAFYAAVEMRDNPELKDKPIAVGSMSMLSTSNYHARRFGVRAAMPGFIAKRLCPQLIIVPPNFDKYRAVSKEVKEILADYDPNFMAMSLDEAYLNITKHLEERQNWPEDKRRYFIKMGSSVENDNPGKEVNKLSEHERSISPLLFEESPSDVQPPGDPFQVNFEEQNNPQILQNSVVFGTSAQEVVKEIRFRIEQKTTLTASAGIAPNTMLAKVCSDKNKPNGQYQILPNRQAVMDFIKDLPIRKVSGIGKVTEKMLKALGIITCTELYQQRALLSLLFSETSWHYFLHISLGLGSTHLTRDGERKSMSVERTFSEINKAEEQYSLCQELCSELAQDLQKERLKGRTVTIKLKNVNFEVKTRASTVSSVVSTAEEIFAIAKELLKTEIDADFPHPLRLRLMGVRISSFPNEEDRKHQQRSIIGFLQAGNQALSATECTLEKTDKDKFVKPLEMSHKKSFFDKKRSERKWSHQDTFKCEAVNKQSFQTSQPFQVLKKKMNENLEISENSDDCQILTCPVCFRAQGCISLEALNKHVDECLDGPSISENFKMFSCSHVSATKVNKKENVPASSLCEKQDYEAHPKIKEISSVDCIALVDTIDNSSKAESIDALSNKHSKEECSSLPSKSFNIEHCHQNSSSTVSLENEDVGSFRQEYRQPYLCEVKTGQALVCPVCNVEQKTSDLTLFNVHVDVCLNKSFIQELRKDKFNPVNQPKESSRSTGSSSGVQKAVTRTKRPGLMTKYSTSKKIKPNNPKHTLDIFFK
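10 nM Pol kappa was preincubated with compounds for 15 min at room temperature. Reaction started with 50 nM (final) substrate. Fluorescence read kinetically at 0 and 10 min.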
Apoferritin bind – candidate novel general anesthetic via apoferritin binding; AID 485281; apoferritin/1-aminoanthracene competitive binding, fluorescence; Potency, µM (titrated, usually from 77.5 µM), inactives show at the top dose activity change, negative = displacement, actives largely listed as inhibitors; P02791; 350,000 tested, 0.074% active; also: potency is read from the fitted curve at half-maximal effect; % is scaled to controls: 0 for no effect and ±100 for the full control effect; nearly all actives have a fitted effect of over 20% in size
Target sequence (P02791 2-175 limits assumed): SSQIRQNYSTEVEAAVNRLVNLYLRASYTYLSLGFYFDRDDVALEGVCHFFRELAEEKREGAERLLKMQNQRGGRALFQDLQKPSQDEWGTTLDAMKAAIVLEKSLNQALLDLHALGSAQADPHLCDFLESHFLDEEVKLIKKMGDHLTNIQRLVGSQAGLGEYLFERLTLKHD
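Steps: apoferritin (10 uM) was premixed with half-saturated 1-AMA in PBS, compounds were pin-transferred, plates stood 10 min at room temperature, fluorescence was read at 380/535 nm, and curves were fitted with a Hill equation.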
The depositor's hits bear a star; u = inconclusive; x = not tested or not shown; & = joins results of further samples; [ ] = another dose, or the depositor's remark. Unless noted, calls follow the shape of the dose curve; as a rule, active = well fitted curve in the direction sought with a large enough effect; inconclusive = small, poorly fitted or top-dose-only effect, or another doubt; inactive = no such curve, though single readings can be large; an effect the other way counts as inactive or inconclusive.

SMILES | POLI inh | LDHA block | APE1 inh | GRP78 ERSR act | BLM helicase inh | Pol eta inh | Pol beta inh | Pol kappa inh | Apoferritin bind
O=C(O)CSc1nnc(CNc2ccc(Cl)cc2)n1Cc1ccccc1 | -4% | -4 | 11% | 0% | -3% | 1% | -1% | 7% | -1%
O=C(CCNC(=O)C1CCN(S(=O)(=O)c2ccc(F)cc2)CC1)NCc1ccccc1 | 43%[activator] | 0 | 18% | -5% | 0% | -20% | 0% | -5% | 0%
COc1ccc(C2C(C(C)=O)=C(O)C(=O)N2CCCn2ccnc2)cc1OC (stereo unspecified) | 3% | -3 | -3% | -3% | -3% | -8% | 10% | -3% | -8%
O=C(c1ccc2nc(Cc3ccccc3F)oc2c1)N1CC[C@H](O)C1 | 33% | 0 | 51% | 6% | -1% | -25% | 9% | -19% | 0%
CCOc1ccc2oc(C(=O)N(CCOC)c3c(N)n(CC(C)C)c(=O)[nH]c3=O)c(C)c2c1 | 5% | 0 | 22% | -6% | x | -6% | x | -2% | x
CCC(=O)Nc1ccc(N2CCN(C(=O)c3ccco3)CC2)c(Cl)c1 | 10% | 1 | 3% | -3% | -2% | -20% | -13% | -1% | -9%
Cc1ccccc1OCC(=O)Nc1ccc(S(=O)(=O)Nc2ccccn2)cc1 | 17% | -6 | -5% | 3% | -2% | -12% | 1% | -11% | 3%
Cc1cc(C)c(NC(=O)c2c(C)oc3c2C2=NCCN2C=N3)c(C)c1 | -3% | -3 | x | -2% | -2% | -3% | 24% | 0% | -1%
Cc1cc(C)n2nc(SCc3nnc(SCc4ccccc4Cl)s3)nc2n1 | 14% | -4 | -1% | -2% | -2% | -3% | 14% | 1% | 5%
CS(=O)(=O)N(CC(=O)N1CCN(Cc2ccc3c(c2)OCO3)CC1)Cc1ccc(Cl)cc1 | 18% | -5 | 13% | -3% | -3% | -16% | 0% | -1% | -13%
COc1ccc(-c2c(N)n[nH]c2C)cc1OC | 52%[activator] | 4 | 13% | -5% | 2% | -20% | 31% | -7% | -2%
Cc1csc(NC(=O)c2cc3c(s2)CCC3)n1 | 2% | -4 | 0% | -3% | 1% | -12% | 15% | 1% | -14%
O=C(/C=C/c1cn(-c2ccccc2)nc1-c1ccc2c(c1)OCCO2)NCCO | -10% | -2 | -9% | -4% | -6% | -21% | -9% | 4% | -6%
O=C(c1ccco1)N1CCN(C(=O)c2ccc(-c3ccc([N+](=O)[O-])cc3)o2)CC1 | 18µM* | -4 | u | -2% | x | 22µM* | x | 28µM* | x
COc1cc2nc(C3CCC3)n(NC(=O)COc3ccccc3)c(=O)c2cc1OC | 26% | -8 | -1% | -5% | -1% | -3% | -1% | 1% | 2%
O=C(COC(=O)c1ccc(F)c(S(=O)(=O)N2CCOCC2)c1)NC1CCCCC1 | -7% | -8 | 10% | -3% | x | -2% | x | 4% | x
COc1ccc(CC(=O)N/N=C\c2cc(Br)c(O)c(Br)c2)cc1 | -24% | 1 | 21% | -2% | -10% | u | u | 14% | -17%
Cc1[nH]c(=O)nc(SCc2cccc(Cl)c2)c1C#N | 24% | -16 | 29% | 2% | -7% | -8% | 71µM* | -20% | u
CCNC(=S)N/N=C/c1cccs1 | 33%[activator] | -2 | 3% | 3% | -1% | 9% | 2% | 3% | 28%
Cc1ccc(Nc2cc(=O)n(C3CCCCC3)c(=O)[nH]2)cc1C | 0% | 1 | 5% | -1% | -7% | u | 56µM* | -18% | u
O=C1C2CCCCC2C(=O)N1c1nccs1 (stereo unspecified) | 12% | -12 | 12% | -2% | 1% | 4% | 19% | -10% | -7%
O=c1cnnc(N/N=C/c2c[nH]c3ccccc23)[nH]1 | 1% | 2 | -3% | -1% | -11% | -20% | -14% | 0% | -1%
O=C(CC1OC(=O)c2ccccc21)c1ccco1 (stereo unspecified) | u | -4 | -1% | 3% | 0% | 8% | 27% | -16% | -19%
O=C(Nc1nnc(C2CCCCC2)s1)c1ccco1 | 8% | -4 | 12% | 1% | -1% | -11% | 20% | -1% | -10%
OCCNc1cnc2ccccc2n1 | 76%[activator] | -10 | 0% | 1% | 0% | -4% | u | -19% | 4%

Going on with the list:
SMILES | POLI inh | LDHA block | APE1 inh | GRP78 ERSR act | BLM helicase inh | Pol eta inh | Pol beta inh | Pol kappa inh | Apoferritin bind
Cc1nonc1NC(=O)OC1CCCCC1 | 9% | -6 | -2% | -3% | -1% | -5% | 1% | -6% | u
CCN(CC)CCNC(=O)c1c2c(nc3ccccc13)C(=O)N(C1CCCCC1)C2 | 17% | -8 | x | -2% | 3% | -16% | 2% | 0% | -8%
CN(CC(=O)Nc1ccc(OC(F)(F)F)cc1)C(=O)/C=C/c1ccco1 | -20% | 2 | -38% | -4% | x | -13% | x | -5% | x
O=c1oc2cc(O)ccc2c2c1CCCC2 | 11% | 1 | 8% | -3% | -2% | -12% | 7% | -4% | 189%[activator]
COC(=O)C(C)Oc1cc(C)ccc1COc1ccc(-n2nc(C)n(C(F)F)c2=O)cc1 (stereo unspecified) | 12% | 1 | x | 0% | x | -6% | x | -7% | x
O=S(=O)(NCCc1csc2nc(-c3ccc(Cl)cc3)nn12)c1ccc(Oc2ccccc2)cc1 | 10% | -7 | x | -5% | 0% | 3% | 0% | -9%[60.1 µM] | -8%
COc1ccc(-n2c(CNC(=O)c3cc(OC)c(OC)c(OC)c3)n[nH]c2=S)cc1 | 5% | 3 | -2% | -3% | -2% | 0% | 38% | -4% | 5%
Fc1ccc(-n2ncc3c(Nc4ccc(Oc5ccccc5)cc4)ncnc32)cc1 | u | 0 | x | 5% | -3% | -7% | 24% | -5%[60.1 µM] | -1%
COC(=O)c1ccc(NC(=O)C2CCN(C(=O)c3ccc(F)cc3)CC2)cc1 | 112%[activator] | -3 | x | -1% | -3% | -16% | 5% | -10% | -7%
COc1ccc(-c2coc3cc(O)ccc3c2=O)cc1 | 11% | -5&-14 | -4%&-4% | u | 0%&-13% | -5% | x | -5% | x
COc1ccc(OC)c(C2=NOC(C(=O)Nc3c(C)n(C)n(-c4ccccc4)c3=O)C2)c1 (stereo unspecified) | 1% | -9 | -17% | -2% | 0% | 0% | 25% | -7% | -4%
Cc1ccc2cccc(NC(=O)c3ccc(OC(C)C)cc3)c2n1 | -2% | -2&-1 | x | x | 0% | x | 12% | -5% | 60%[activator]
CCN1C(=O)[C@H]2[C@@H](c3ccc(OC)cc3)N3C(=O)CN(CC4CC4)C(=O)[C@@]3(C)[C@H]2C1=O | 4% | 0 | 21% | 3% | -1% | 3% | -2% | 6% | -7%
C/C(CCc1ccccc1)=N/NC(=O)C(=O)NC(C)c1ccccc1 (stereo unspecified) | 85%[activator] | 1 | 4% | -7% | -6% | -3% | 1% | -4% | -20%
O=C(Nc1ccc2nsnc2c1)C1CC1 | 22% | 4 | 15% | -1% | -1% | 0% | -2% | -11% | 29%
Cc1ccc2c(c1)c(C1=c3ccccc3=NC1=O)c(O)n2C | -4% | -6 | -12% | -3% | 0% | 2% | 44% | -13% | -6%
COc1ccc(C2=NS(=O)(=O)N(C)C(C(=O)Nc3cc(C)ccc3O)=C2)cc1OC | 23%&14% | -1&1 | -1% | -1%&-2% | -9%&-1% | u | 21%&-17% | -1%&-2% | u
CCOC(=O)C1=C(CS(=O)(=O)c2ccc(Br)cc2)NC(=O)NC1c1ccccc1 (stereo unspecified) | -14% | 1 | x | -7% | -4% | -3% | 32%[activator] | -6% | -5%
CCOC(=O)C1(CCOc2ccccc2)CCN(Cc2cc(OC)c(O)c(OC)c2)CC1 | -5% | 13 | 12% | -4% | -2% | -14% | 19% | 4% | -15%
CCc1c(C)nc2c(OC)cccc2c1SCCC(=O)O | 14% | -7 | 6% | -6% | -2% | -9% | 45% | -3% | 12%
Cc1ccc(C)c(N2CCN(C(=O)c3cnn(C(C)(C)C)c3C3CCN(C(=O)OC(C)(C)C)CC3)CC2)c1 | 8% | -9 | x | -3% | -8% | -21% | 10% | -4% | -3%
COCCn1c(=O)c(-c2cccs2)nc2cnc(N3CCNCC3)nc21 | x | x | 0% | 2% | -5% | x | x | -13%[60.1 µM] | x
Cn1ncc(Br)c1NC(=O)Nc1ccc(Cl)cc1 | 27% | -3 | -13% | 0% | -2% | -1% | 11% | 9% | -16%
CCN1C(=O)C2C(c3ccccc3F)NC(Cc3ccc(O)cc3)(C(=O)OC)C2C1=O (stereo unspecified) | 12% | 3 | 0% | -3% | 0% | 3% | 3% | -7% | -8%
CCc1ccc(NS(=O)(=O)c2ccc3[nH]cc(C(=O)NCCc4cccc(C)c4)c(=O)c3c2)cc1 | u | -11 | x | -3% | 0% | -15% | u | -11%[60.1 µM] | -15%
OC(COc1ccccc1)Cn1c2ccccc2c2ccccc21 (stereo unspecified) | 9% | 3 | 1% | -2% | -9% | -21% | -2% | -4% | -9%
Cc1cccc(NC(=O)CSc2cc(C)c3ccccc3n2)c1 | 27% | -4 | x | x | -3% | x | -8% | 9% | 28%
COc1cccc(NC(=O)Cn2nnc(C(=O)Nc3ccccc3)c2N)c1 | 0% | -5 | -5% | 0% | 0% | -5% | 8% | -13% | u
COC(=O)c1c(NC(=O)c2ccccc2C(=O)O)sc2c1CCCC2 | 5% | 1&-9 | x | -3% | 3% | -2% | 1% | 5% | -10%
CCOc1ccc(C2=Cc3cc(OC)c(OC)cc3C(=C(Cl)Cl)O2)cc1 | x | x | u | x | -13% | x | 9% | x | u

Only POLI inh, Pol beta inh and LDHA block (three entries from above):
Structure	POLI inh	Pol beta inh	LDHA block
CCOC(=O)C1(CCOc2ccccc2)CCN(Cc2cc(OC)c(O)c(OC)c2)CC1	-5%	19%	13
CCc1c(C)nc2c(OC)cccc2c1SCCC(=O)O	14%	45%	-7
Cc1ccc(C)c(N2CCN(C(=O)c3cnn(C(C)(C)C)c3C3CCN(C(=O)OC(C)(C)C)CC3)CC2)c1	8%	10%	-9

This is a subset (hit frequency here may not be typical).
